Assay outcomes (PubChem BioAssay)
D2 PAM: HTS Assay for Positive Allosteric Modulators of the Human D2 Dopamine Receptor: Primary Screen for Potentiators. D(2) dopamine receptor (Homo sapiens), P14416. HEK293 T-REx D2, calcium flux, EC20 dopamine potentiation. potentiation, % at 10 µM. 0.34% of 340,000 active. AID 485347, 2010;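 active = potentiation over 3 SD above the plate norm, cut at about 30% in these data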; note: 0% is about no effect
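Cells plated with tetracycline inducer and held overnight at 30 C; calcium dye loaded 30–90 min at room temperature; baseline taken, compound added and read 180 s; EC20 dopamine then added and read 180 s.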
D2 antagonist: HTS Assay for Allosteric Antagonists of the Human D2 Dopamine Receptor: Primary Screen for Antagonists | D(2) dopamine receptor (Homo sapiens), P14416 | HEK293 TREx D2 cells, calcium flux, dopamine EC80 | inhibition, % at 10 µM | 2% of 340,000 active; in the data active = inhibition above about 30%; note: 0% is about no effect
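Cells plated overnight at 30 C with tetracycline; no-wash calcium dye, 30–90 min RT; 10 s baseline; compound pinned; 180 s read; EC80 dopamine added; another 180 s read.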
D1 agonist: Allosteric Agonists of the Human D1 Dopamine Receptor: qHTS | D(1A) dopamine receptor (Homo sapiens), P21728 | HEK293 T-REx D1 cells, calcium flux, agonist mode | 1% of 360,000 active | activation, % at 2 µM; in the data active = activation above about 30%; note: 0% is about no effect
Target sequence (P21728 whole entry, looked up): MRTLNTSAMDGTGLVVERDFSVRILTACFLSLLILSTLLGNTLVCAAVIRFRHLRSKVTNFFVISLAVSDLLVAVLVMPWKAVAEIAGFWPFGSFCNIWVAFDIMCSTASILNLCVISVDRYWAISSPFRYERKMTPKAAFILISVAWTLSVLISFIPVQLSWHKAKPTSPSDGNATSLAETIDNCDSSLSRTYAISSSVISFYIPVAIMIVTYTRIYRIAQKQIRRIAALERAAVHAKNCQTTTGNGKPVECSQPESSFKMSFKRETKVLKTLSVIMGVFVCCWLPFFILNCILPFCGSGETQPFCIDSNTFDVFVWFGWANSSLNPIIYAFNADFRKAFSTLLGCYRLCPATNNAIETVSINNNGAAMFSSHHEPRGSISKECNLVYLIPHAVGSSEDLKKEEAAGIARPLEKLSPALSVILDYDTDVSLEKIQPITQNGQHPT
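Agonism was scored from calcium flux recorded over 180 s (1 read/s) after pintool compound addition, following a 10-cycle baseline. Cells were inducible force-coupled HEK293 TREx D1, plated overnight at 30 C and loaded with no-wash calcium dye.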
TRHR enhancer: qHTS for Small Molecule Agonists and Allosteric Enhancers of Human TRH Receptor: Primary Screen for Enhancers | enhancement, % at 2 µM | TRHR cells, fluo-8 calcium fluorescence, EC20 TRH enhancement | 0.66% of 360,000 active | AID 493056, 2011 | Thyrotropin-releasing hormone receptor (Homo sapiens), P34981; in the data active = enhancement above about 30%; note: 0% is about no effect
Target sequence (P34981 whole entry, looked up): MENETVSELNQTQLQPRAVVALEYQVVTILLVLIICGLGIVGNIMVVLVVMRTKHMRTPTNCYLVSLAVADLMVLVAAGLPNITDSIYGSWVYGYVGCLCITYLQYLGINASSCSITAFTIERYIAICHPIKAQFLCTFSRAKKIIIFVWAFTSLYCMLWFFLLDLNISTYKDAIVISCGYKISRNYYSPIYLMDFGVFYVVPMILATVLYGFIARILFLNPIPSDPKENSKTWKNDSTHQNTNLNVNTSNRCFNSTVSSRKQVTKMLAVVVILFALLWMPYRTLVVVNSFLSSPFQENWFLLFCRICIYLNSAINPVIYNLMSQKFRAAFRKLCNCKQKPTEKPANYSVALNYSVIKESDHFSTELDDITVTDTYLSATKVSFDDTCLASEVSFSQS
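TRHR-expressing cells loaded with fluo-8 calcium dye were read kinetically (ex 480/em 530) during compound addition, then stimulated with an EC20 of TRH (10 nM final). Enhancement of the Gq-mediated intracellular calcium response was scored.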
D2 agonist: HTS Assay for Allosteric Agonists of the Human D2 Dopamine Receptor: Primary Screen for Agonists; activation, % at 2 µM; AID 485358, 2010; D(2) dopamine receptor (Homo sapiens), P14416; 0.53% of 340,000 active; HEK293 T-REx D2 cells, calcium flux agonist mode;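 active = activation over 3 SD above normal in the single-dose calcium agonist read, cut at about 30% in these data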; note: 0% is about no effect
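HEK293 Trex D2 cells, tetracycline-induced, o/n 30 C 5% CO2; no-wash Ca dye, RT 30–90 min; 10-cycle baseline, 23 nl cpd added, kinetic Ca read 180 s; agonist hits = positive Ca response.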
D1 PAM: Potentiators of Human D1 Dopamine Receptor: qHTS; D(1A) dopamine receptor (Homo sapiens), P21728; HEK293 TREx D1 cells, calcium flux, dopamine EC20 potentiation; potentiation, % at 10 µM; 0.036% of 360,000 active; in the data active = potentiation above about 30%; note: 0% is about no effect
D1 antagonist: Antagonist of Human D 1 Dopamine Receptor: qHTS; activity change, negative = inhibition, % at 10 µM; HEK293 TREx D1 cells, calcium flux, dopamine EC80; active compounds read low; 3.2% of 360,000 active; in the data active = activity change below about -30%; note: % is set by controls: 0 for no effect and ±100 for the full control effect
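Tetracycline-induced HEK293 Trex D1 cells, force-coupled to calcium, dye-loaded; compounds added and read 180 s, then EC80 dopamine added and calcium flux tracked kinetically another 180 s.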
RXFP1 antag: qHTS Assay for Antagonists of the Relaxin Receptor RXFP1; Relaxin receptor 1 (Homo sapiens), Q9HBX9; HEK293-RXFP1, relaxin-stimulated cAMP HTRF, 30 min; active compounds read low; activity change, negative = inhibition, % at 57.5 µM; 0.59% of 350,000 active; AID 1259400, 2018;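 active = activity change of -60% or lower, but not beyond a set lower limit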; note: % is set by controls: 0 for no effect and ±100 for the full control effect
RXFP1 ag: qHTS Assay for Agonists of the Relaxin Receptor RXFP1; Potency, µM (highest dose often 57.5 µM), for inactives: top-dose activation, most hits filed as activators; HEK293T-RXFP1 cAMP TR-FRET, 30 min; response scale: percent of porcine relaxin response, buffer zero; 0.3% of 370,000 active; AID 2676, 2010; active = well fitted activation curve with a large enough effect; note: potency is the fitted concentration of half-maximal effect; % is set by controls: 0 for no effect and ±100 for the full control effect; nearly all actives have a fitted effect of over 60% in size; many of its hits are not listed in these tables
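Agonist response is measured as cAMP accumulation in an RXFP1-transfected HEK293T line under PDE4 inhibition. Values are scaled between buffer-only and 29 nM porcine relaxin, and EC50s come from standard Hill equation fits.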
* hit, by the source's call; . = not tested or not shown. These rows are one share of the data, so the mix of outcomes need not match the whole.

cpd | SMILES | D2 PAM | D2 antagonist | D1 agonist | TRHR enhancer | D2 agonist
1 | OC(CN1CCCC1)Cn1ccc2ccccc21 (configuration not stated) | -11 | -7 | 2 | -3 | 0.6
2 | CCN1C(=O)/C(=C/N(C)C)c2ccccc21 | -6 | 4 | 1 | -2 | 0.1
3 | CCN(CC)C(=O)c1cc2cc(Br)ccc2oc1=O | -4 | 3 | 3 | -5 | -0.3
4 | Cc1onc(-c2ccccc2)c1C(=O)OCC(=O)N(C)c1c(N)n(Cc2ccccc2)c(=O)[nH]c1=O | 7 | 5 | 3 | 10 | 0.2
5 | CC(C)c1ccc(NC2CCCN(C(=O)c3n[nH]c4c3CCC4)C2)cc1 (configuration not stated) | 6 | 5 | 8 | -2 | 0.4
6 | O=C(NCc1ccc2c(c1)OCO2)c1cccnc1 | 0 | 5 | 2 | -6 | 0.4
7 | CCOC(=O)c1ccc(NC(=O)CC2C(=O)N(c3ccccc3)C(=O)N2C2CCCCC2)cc1 (configuration not stated) | 20 | . | 1 | 1 | 1.2
8 | Cc1cccc(-n2c(N)c(-c3nc4ccccc4n3C)c3nc4ccccc4nc32)c1 | 18 | -5 | 60* | 0 | 12
9 | CCC(=O)Nc1nc2ccccc2n1CCN(C)C | -17 | -3 | 0 | -2 | 0.4
10 | O=C1NCCN1Cc1ccccc1 | -6 | 1 | 2 | 15 | -0.8

cpd | D1 PAM | D1 antagonist | RXFP1 antag | RXFP1 ag
1 | -12 | -8 | 3 | 0.0%
2 | -4 | -9 | -3 | 1.1%
3 | -4 | -13 | 24 | -0.6%
4 | 3 | -1 | -13 | 1.7%
5 | -6 | -20 | -19 | -2.7%
6 | -1 | -8 | -5 | -0.4%
7 | -1 | 0 | . | 1.6%
8 | 3 | 3 | 20 | 6.8%
9 | -4 | 7 | 3 | 0.9%
10 | 2 | -6 | 0 | -0.1%

Shown with tabs: part of the list above
item	mol	D2 PAM	D2 antagonist	D1 agonist	TRHR enhancer	D2 agonist	D1 PAM	D1 antagonist	RXFP1 antag	RXFP1 ag
4	Cc1onc(-c2ccccc2)c1C(=O)OCC(=O)N(C)c1c(N)n(Cc2ccccc2)c(=O)[nH]c1=O	7	5	3	10	0.2	3	-1	-13	1.7%
5	CC(C)c1ccc(NC2CCCN(C(=O)c3n[nH]c4c3CCC4)C2)cc1 (configuration not stated)	6	5	8	-2	0.4	-6	-20	-19	-2.7%
6	O=C(NCc1ccc2c(c1)OCO2)c1cccnc1	0	5	2	-6	0.4	-1	-8	-5	-0.4%
7	CCOC(=O)c1ccc(NC(=O)CC2C(=O)N(c3ccccc3)C(=O)N2C2CCCCC2)cc1 (configuration not stated)	20	.	1	1	1.2	-1	0	.	1.6%
8	Cc1cccc(-n2c(N)c(-c3nc4ccccc4n3C)c3nc4ccccc4nc32)c1	18	-5	60*	0	12	3	3	20	6.8%
9	CCC(=O)Nc1nc2ccccc2n1CCN(C)C	-17	-3	0	-2	0.4	-4	7	3	0.9%

Next part:
cpd | SMILES | D2 PAM | D2 antagonist | D1 agonist | TRHR enhancer | D2 agonist
11 | Cc1ccc(NC(=O)CCn2nc(C)c3c(C)n(-c4ccccc4)nc3c2=O)cc1Cl | . | . | 11 | 3 | -0.7
12 | Cc1ccc(S(=O)(=O)C(CCC(=O)N2CCOCC2)S(=O)(=O)c2ccc(C)cc2)cc1 | 13 | -5 | 1 | 1 | 0.9
13 | O=S(=O)(c1ccccc1)c1nc(Nc2cccc(O)c2)sc1Cl | 14 | -8 | 3 | -3 | -1.5
14 | Cc1nc(SC(C)C(=O)NC2CCCCC2C)c2c(C)c(C)sc2n1 (configuration not stated) | 11 | -2 | 3 | -6 | -0.8
15 | CC(C)(C)NC(=O)NCc1ccco1 | 9 | -19 | 3 | 2 | -1.0
16 | Cc1ccc(C)c(NC(=O)C2CC(O)CN2C(=O)Oc2ccccc2)c1 (configuration not stated) | 9 | 5 | -2 | -6 | -0.2
17 | CCn1c(=O)c2c(nc3n2CCS3)n(C)c1=O | 1 | 3 | 3 | -1 | 0.3
18 | O=C(O)CCC(=O)NNC(=O)COc1ccc(Cl)cc1Cl | -1 | 23 | 2 | -4 | 1.3
19 | CCOC(=O)N1CCN(C(=O)CCC(=O)N2CCOc3ccc(C)cc32)CC1 | 15 | 1 | 3 | 11 | -0.2
20 | CCOC(=O)c1ccc(N2C(=O)CC(C(=O)OC)=C2C)cc1 | 14 | 1 | 2 | 0 | -1.0

cpd | D1 PAM | D1 antagonist | RXFP1 antag | RXFP1 ag
11 | -2 | 7 | -10 | 8.6%
12 | -2 | 2 | 1 | 1.4%
13 | -5 | -13 | 7 | 0.5%
14 | 1 | 18 | 10 | 5.1%
15 | 0 | 7 | 0 | 0.5%
16 | 0 | 6 | 12 | 1.6%
17 | -4 | -1 | 8 | 5.8%
18 | 2 | -1 | 2 | -0.5%
19 | -7 | -9 | -2 | -0.7%
20 | 11 | -13 | -2 | -0.5%

Continuation:
cpd | SMILES | D2 PAM | D2 antagonist | D1 agonist | TRHR enhancer | D2 agonist
21 | Fc1ccccc1CN1CCCN(C(=S)Nc2cccc(Cl)c2)C1 | . | 6 | 15 | 0 | 0.1
22 | CCOC(=O)c1cnc2c(cnn2C)c1NCCC(O)C(F)(F)F (configuration not stated) | -13 | -8 | 5 | 13 | 0.2
23 | CCCc1nc2ccc(NC(=O)c3cccs3)cc2c(=O)n1Cc1ccc(Cl)cc1 | 3 | 7 | 5 | 5 | -0.7
24 | Cc1ccc(C(C)C)c(OCC(=O)Nc2ccccc2N2CCN(C)CC2)c1 | 5 | -14 | 26 | 4 | 0.5
25 | O=[N+]([O-])c1ccc(OCC(O)CNCCNc2nccc(C(F)(F)F)n2)cc1 (configuration not stated) | -18 | -14 | 5 | 24 | 0.2
26 | CC(=O)C1CCCN(C(=O)c2ccc3nc(Cc4cccc(Cl)c4)oc3c2)C1 (configuration not stated) | -4 | 0 | 8 | -2 | 0.3
27 | Cc1cc(C)nc(SCc2csc(-c3ccccc3)n2)n1 | 13 | -13 | 6 | -1 | -0.7
28 | COCCCN1C(=O)c2ccccc2CC1(C)C(=O)NC1CCCCC1 (configuration not stated) | 21 | . | 1 | -3 | 0.2
29 | COCCNc1nnc(SCC(=O)Nc2cc(-c3ccccc3)nn2-c2ccccc2)s1 | 5 | -16 | -1 | -2 | -0.9
30 | Cc1cccc(N2CCN(S(=O)(=O)c3ccc(F)c(C(=O)Nc4ccc(C(C)C)cc4)c3)CC2)c1C | 4 | . | 0 | 1 | 0.2

cpd | D1 PAM | D1 antagonist | RXFP1 antag | RXFP1 ag
21 | -4 | -20 | -7 | 1.5%
22 | -2 | -12 | 3 | 0.3%
23 | -2 | -3 | 21 | 4.4%
24 | -10 | 0 | -20 | -0.1%
25 | -1 | -5 | 2 | -1.6%
26 | -3 | -23 | -2 | -1.1%
27 | 3 | -10 | -8 | 5.0%
28 | -1 | 8 | -4 | 0.4%
29 | -2 | -2 | -2 | 4.4%
30 | -1 | 4 | -10 | 1.4%

Remaining list, next part:
cpd | SMILES | D2 PAM | D2 antagonist | D1 agonist | TRHR enhancer | D2 agonist
31 | COc1ccc(C)cc1-n1nnnc1SCC(=O)c1cc(C)n(Cc2ccco2)c1C | 2 | -20 | 6 | 5 | 0.0
32 | CCOC(=O)c1ccc(S(=O)(=O)Nc2cc(C(=O)O)ccc2Cl)cc1 | 7 | 6 | -4 | -5 | 0.0
33 | Clc1ccc(SCCCCn2cncn2)cc1 | 0 | -1 | 4 | 0 | -0.4
34 | Cc1ccc(COC(=O)CCN=C2NS(=O)(=O)c3ccccc32)cc1 | -6 | -44 | 7 | -3 | -0.7
35 | Cc1ccccc1N/C(SCc1ccc(Cl)cc1)=C(/C#N)C(=O)NCc1ccco1 | -6 | 5 | 13 | -1 | 1.8
36 | CCOC(=O)N1CCC(NC(=O)Cn2cc3c(n2)CCC(C)C3)CC1 (configuration not stated) | -3 | 19 | 13 | 3 | 0.0
37 | Cc1cccc(NS(=O)(=O)c2cc(C(=O)OC(C)C(=O)NCc3ccc4c(c3)OCO4)ccc2C)c1 (configuration not stated) | -6 | 16 | 8 | -6 | 3.3
38 | COc1ccc(NS(=O)(=O)c2cc(NC(=O)Cc3cccs3)ccc2C)cc1 | 9 | -2 | 4 | -1 | -0.6
39 | N=c1oc2cc(O)ccc2cc1C(=O)Nc1ccccn1 | -3 | 2 | 5 | 31* | 4.5
40 | COc1ccc(C2Nc3ccccc3C(=O)N2Cc2ccco2)cc1COc1ccc(NC(C)=O)cc1 (configuration not stated) | 4 | -12 | 2 | -5 | -0.9

cpd | D1 PAM | D1 antagonist | RXFP1 antag | RXFP1 ag
31 | 0 | -18 | -10 | 0.3%
32 | 2 | 3 | -10 | -0.9%
33 | -8 | -13 | 5 | 0.9%
34 | -1 | -9 | -8 | 1.6%
35 | -8 | -17 | 4 | 2.4%
36 | 0 | -16 | -3 | 1.2%
37 | 1 | 13 | -1 | -0.4%
38 | 1 | -2 | 8 | -0.6%
39 | 3 | 14 | . | 24%
40 | -4 | 2 | -7 | -0.4%

Other structures follow:
cpd | SMILES | D2 PAM | D2 antagonist | D1 agonist | TRHR enhancer | D2 agonist
41 | O=C(CSc1nnc(CNC(=O)c2ccc(F)cc2)o1)NCCc1ccccc1 | -19 | 9 | 1 | -3 | 0.6
42 | Cc1nn(CCCC(=O)NCc2ccccc2Br)c(=O)c2c1sc1ccccc12 | 1 | . | 3 | -1 | 0.8
43 | O=C(NNC(=O)c1ccccc1O)c1cccc(Br)c1 | 5 | -1 | 1 | -1 | 0.3
44 | Cc1cc(NC(=O)c2ccccc2F)ccc1-c1nc2ccccc2s1 | 2 | . | 1 | 2 | 0.3
45 | COc1cc(/C=C/c2cc(C(=O)O)c3ccccc3n2)cc(OC)c1O | 4 | 16 | 2 | -5 | 0.4
46 | COc1ccc(-c2cc3c(=O)n(CC(=O)NCc4ccc(F)cc4)ncn3n2)cc1 | 6 | -12 | 6 | 5 | 1.7

cpd | D1 PAM | D1 antagonist | RXFP1 antag | RXFP1 ag
41 | 2 | 15 | 8 | -1.3%
42 | -3 | 3 | -19 | 2.4%
43 | 3 | -10 | 14 | -0.7%
44 | -1 | -18 | 1 | -3.0%
45 | 4 | 5 | -29 | 0.0%
46 | -14 | -22 | 3 | 4.5%
